RAD52 inh = RAD52 (human) annealing inhibition | P43351 | recombinant RAD52 DNA annealing, FRET fluorescence | inhibition, % at 18.7 µM | hit rate 0.46% among 360,000 | AID 651710;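 active = every replicate showing at least 50% inhibition; inconclusive = mean inhibition at least 50% but not in every replicate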
PGC1a acetyl inh = lowers PGC1a acetylation signal in U2OS cells. AlphaScreen anti-acetyl-lysine; with virally co-expressed GCN5 acetyltransferase. inhibition, % at 15.6 µM. hit rate 0.17% among 350,000;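 active = every replicate shows inhibition of at least 40%; inconclusive = mean inhibition at least 40% but some replicate below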;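 also: 0% = neutral control wells and 100% = positive control wells; some results beyond the cut were filed as inactive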
RAD54 branch = blocks human RAD54 Holliday junction branch migration; Q92698; FAM/BHQ fluorescence; inhibition, % at 10.4 µM; hit rate 0.14% among 360,000; AID 602329;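 active = mean normalized replicate activity at least 40 and at least half of replicates scoring 40 or more; inconclusive = only one of the two criteria met; inactive = mean below 40 and under half of replicates reaching 40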;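 also: 0% = median of neutral control wells and 100% = median of positive control wells; inhibitors cause a drop in the FAM fluorescence signal; in these data hits start at about 50%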
Cneo AK release = Cryptococcus neoformans lysis via adenylate kinase release; C. neoformans lysis, adenylate kinase release luminescence, 4 h; normalised: neutral wells 0, clomiphene wells 100; AID 651654; hit rate 0.2% among 360,000; lysis activity, % at 15 µM;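 active = mean lysis activity across replicates of at least 80%, whatever share of replicates individually reach that level; inactive = mean lysis activity below 80%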
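Signal: Adenylate kinase release luminescence | Assay system: Log-phase Cryptococcus neoformans yeast cells | Input: Cells at 5 × 10^6 per mL | Buffer or medium: Fresh YPD growth medium | Compound: Single dose | Schedule: Static 4 h at 37 °C with compound, 1 h detection | Controls: Clomiphene | Read-out: Luminescence rise reflecting yeast cell lysis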
E-selectin induc = induces E-selectin expression in human endothelial cells | P16581 | activation, % at 7.58 µM | HUVEC E-selectin immunofluorescence imaging; normalized: neutral wells 0, TNF-alpha wells 100 | hit rate 0.37% among 260,000;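 active = mean E-selectin-positive cell signal at least 10% of the positive control, reached in at least 60% of replicates, without over 20% cell loss; inconclusive = no rule given, readout overlaps actives, possibly toxicity-flagged; inactive = the rest, including those meeting only one limit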;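 also: in these data hits start at about 27%; measured in HUVEC primary endothelial cells; signal is the percent of cells scored E-selectin positive by PE staining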
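material = human umbilical vein endothelial cells (HUVEC), E-selectin induction | quantity = 3,000 cells/well | medium = EGM-2 growth medium on 0.1% gelatin-coated wells | technique = immunofluorescence imaging | read-out basis = % PE-positive cells | control set = TNF-alpha positive control, DMSO neutral control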
miR122 inh = blocks miR-122 activity in Huh7 sensor cells | Huh7 miR-122 Renilla luciferase sensor, 48 h; neutral wells = 0, positive control = 100 | activation (reporter increase), % at 12.5 µM | hit rate 0.3% among 340,000 | AID 602342;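 active = mean replicate activation score at least 90 and every replicate individually at or above 90; inconclusive = only one of the two criteria met; inactive = neither criterion met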;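 also: higher luciferase means less miR-122 activity so hits act as miR-122 inhibitors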
PglD DTNB = inhibitors of Campylobacter jejuni PglD acetyltransferase; hit rate 0.098% among 360,000; purified PglD enzyme, DTNB colorimetric CoA detection; inhibition, % at 12.5 µM; in the data active = inhibition above about 16%, passing the limit was not always enough; inconclusive = no clear call, values can overlap the other calls; also: strong numbers were not always called active
ERAP1 HTS inh = inhibitors of human ERAP1 aminopeptidase. Q9NZ08. recombinant ERAP1, Leu-AMC fluorescence, 60 min. inhibition, % at 10.7 µM. hit rate 0.15% among 340,000;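 active = mean replicate inhibition of at least 30%, or all replicates individually reaching that 30% level; inactive = mean below 30% and not every replicate reaching it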;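 also: 0% = neutral control wells and 100% = L-leucinethiol positive control wells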
Target sequence (Q9NZ08 whole entry, looked up): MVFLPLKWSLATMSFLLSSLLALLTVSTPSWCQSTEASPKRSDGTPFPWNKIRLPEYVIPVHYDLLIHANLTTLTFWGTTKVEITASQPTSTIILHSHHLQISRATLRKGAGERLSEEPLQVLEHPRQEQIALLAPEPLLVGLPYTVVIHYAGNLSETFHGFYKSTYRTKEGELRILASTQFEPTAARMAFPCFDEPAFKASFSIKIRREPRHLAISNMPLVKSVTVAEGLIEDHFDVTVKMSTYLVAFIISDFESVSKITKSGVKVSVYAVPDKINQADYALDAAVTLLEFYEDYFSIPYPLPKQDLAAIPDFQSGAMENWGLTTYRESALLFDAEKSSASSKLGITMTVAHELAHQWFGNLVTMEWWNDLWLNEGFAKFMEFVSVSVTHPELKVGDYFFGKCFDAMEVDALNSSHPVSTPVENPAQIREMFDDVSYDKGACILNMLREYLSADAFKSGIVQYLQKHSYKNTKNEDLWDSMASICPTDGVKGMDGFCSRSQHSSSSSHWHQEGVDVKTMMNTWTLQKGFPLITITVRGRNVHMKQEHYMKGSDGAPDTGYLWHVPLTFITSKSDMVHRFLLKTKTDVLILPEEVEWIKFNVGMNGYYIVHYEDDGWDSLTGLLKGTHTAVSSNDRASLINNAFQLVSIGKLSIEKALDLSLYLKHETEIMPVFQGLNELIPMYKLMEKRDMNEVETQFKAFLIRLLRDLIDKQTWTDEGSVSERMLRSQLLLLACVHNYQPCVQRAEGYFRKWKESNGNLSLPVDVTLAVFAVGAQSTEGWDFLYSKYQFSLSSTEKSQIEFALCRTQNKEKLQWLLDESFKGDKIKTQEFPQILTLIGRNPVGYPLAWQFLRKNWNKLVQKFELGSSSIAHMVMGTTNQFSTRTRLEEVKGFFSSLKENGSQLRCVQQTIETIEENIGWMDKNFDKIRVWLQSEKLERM
The depositor's hits bear a star; ? = inconclusive; · = no result given; & = joins results of further samples; [ ] = dose if it differs, or a comment. Rows were taken by chance. Share with any hit: about 1.4%.

item	Structure	ERAP1 HTS inh	RAD52 inh	PGC1a acetyl inh	miR122 inh	Cneo AK release	RAD54 branch	PglD DTNB	E-selectin induc
1	COC(=O)c1[nH]c2ccccc2c1NC(=O)CN1CCN(c2cccc(Cl)c2)CC1	·	·	-33	8	9	2	2	·
2	O=[N+]([O-])c1ccc(NCCc2ccccc2)c(Br)c1	-5	-7	·	·	-1	3	-6	·
3	COc1ccccc1-c1cnc2c(c1)C(=O)N([C@H](C)CO)C[C@@H](C)[C@H](CN(C)C(=O)c1ccncc1)O2	0	1	1	-11[16.7 µM]	1	-12	18	-0.1
4	O=C(CN1CCN(Cc2ccccc2)CC1)N/N=C/c1ccco1	7	-6	9	3	·	·	·	0.0
5	Cc1ccccc1OCC(=O)N(Cc1ccc(N(C)C)cc1)C1CCS(=O)(=O)C1 (configuration not stated)	·	·	·	-6	-3	-9	0	·
6	Clc1ccc(-c2nnc(COc3ncnc4ccccc34)o2)cc1	1	-12	2	-3	-1	-11	-1	2.6
7	Cc1c(Cl)cnc(NC(=O)CSc2nnnn2C)c1Cl	0	-8	-2	-23	0	-1	0	-0.5
8	COC(=O)c1cc(S(=O)(=O)N2c3ccccc3CC2C)cn1C (configuration not stated)	0	2	-35	4	6	2	2	·
9	COc1ccc(OCCN2CCC(C(=O)NC(c3ccc(F)cc3)c3ncccc3C)CC2)cc1 (configuration not stated)	3	0	8	-3	0	1	1	-0.3
10	CCCCC(CC)CNC(=O)C1C2C=CC(C2)C1C(=O)O (configuration not stated)	·	·	-3	-7	1	-4	1	·
11	Cc1cc(C)c2c(CN3CCCCCCC3)cc(=O)oc2c1	-4	19	1	-4	-1	11	-1	-0.1
12	CCOC(=O)c1cc(-c2ccccc2)nn1CC1CC(c2ccc(OC)cc2)=NO1 (configuration not stated)	1	-9	-13	0	-1	-8	2	0.0
13	CCOc1ccccc1OCCC(=O)OCC(=O)Nc1c(C)nn(-c2ccccc2)c1C	-2	-7	·	-8	1	4	1	0.0
14	Cc1cnc(NC(=O)COc2ccc3c(c2)CCC3)s1	1	3	·	·	-1	-3	1	-0.7
15	C/C(N)=C(/C#N)C(=O)CSc1nnc(-c2ccc3c(c2)OCO3)o1	-6	4	2	·	3	-7	-3	·
16	O=C(Cn1cnc2c(nnn2Cc2ccc(F)cc2)c1=O)NCc1ccc(F)cc1	-10	-3	-1	·	·	·	·	?
17	O=C(C[C@@H]1CC[C@H](NS(=O)(=O)c2ccc(F)cc2)[C@@H](CO)O1)NCCc1ccncc1	0	-3	-2	·	-3	3	-1	-0.1
18	CC(C)NC(=O)Nc1cccc2c1O[C@H](CN(C)C(=O)Nc1ccccc1)[C@@H](C)CN([C@@H](C)CO)C2=O	-3	3	17	-6[16.7 µM]	-5	5	3	-0.1
19	Cc1cc2ccccn2c1C(=O)c1ccc(N/N=C/c2ccc(C(=O)O)cc2)c([N+](=O)[O-])c1	-2	-27	5	-10	·	·	·	0.1
20	O=S1(=O)CC(NCc2ccccc2)C(Nc2ccc(Cl)cc2)C1 (configuration not stated)	·	·	9	-4	1	0	35*	·
21	COc1cc(NC(=O)c2ccc(-c3ccnn3C)c3ccoc23)cc(OC)c1OC	-1	-11	-15	-7	0	5	-8	-0.1
22	C[C@@H]1CCCCO[C@@H](CN(C)S(=O)(=O)c2ccc(F)cc2)[C@@H](C)CN([C@H](C)CO)C(=O)c2cc(NS(C)(=O)=O)ccc2O1	-2	-3	3	-1[16.7 µM]	-2	1	2	0.0
23	CC(C)NC(=O)Nc1cccc2c1O[C@H](CN(C)S(=O)(=O)c1ccc(F)cc1)[C@@H](C)CN([C@@H](C)CO)C2=O	·	19	-5	-7[16.7 µM]	-3	-3	-2	0.0
24	CCOc1ccc(NC(=O)CCNS(=O)(=O)c2ccc3c(c2)c(=O)n(C)c(=O)n3C)cc1	2	-10	-1	-6	0	-3	-2	·
25	CN(CC(=O)Nc1ccc(Cl)c(C(F)(F)F)c1)C(=O)c1cc(=O)[nH]c2ccccc12	-3	0	-12	-2	1	6	2	·

PglD DTNB, hit marks shown above
no.	canonical_smiles	ERAP1 HTS inh	RAD52 inh	PGC1a acetyl inh	miR122 inh	PglD DTNB
20	O=S1(=O)CC(NCc2ccccc2)C(Nc2ccc(Cl)cc2)C1 (configuration not stated)	·	·	9	-4	35*

Next structures follow.
item	Structure	ERAP1 HTS inh	RAD52 inh	PGC1a acetyl inh	miR122 inh	Cneo AK release	RAD54 branch	PglD DTNB	E-selectin induc
26	COc1ccccc1C#Cc1ccc2c(c1)[C@@H]1[C@@H](CCN1S(=O)(=O)c1cn(C)cn1)[C@@H](CO)N2	-1	-14	-2	-3[16.7 µM]	20	7	3	0.7
27	C[C@@H]1CCCCO[C@H](CN(C)C(=O)CCC(F)(F)F)[C@@H](C)CN([C@H](C)CO)C(=O)c2cc(NC(=O)c3ccncc3)ccc2O1	-3	-6	9&9	-6	0&-10	-10&9	-1&0	1.5
28	CN(C)C(=O)c1cccc(-c2ccc([C@H]3[C@H]4CN(C(=O)C5CCCC5)CCCCN4[C@H]3CO)cc2)c1	2	9	9	-25[16.7 µM]	3	-5	-1	·
29	O=C(NCCCN1CCCC1=O)c1cccc(NS(=O)(=O)c2ccc(Br)cc2)c1	0	-16	·	-5	0	-3	3	1.1
30	C#CCNC(=O)/C=C/c1ccc(OC)cc1	0	-1	11	-2	-2	0	4	0.2
31	COc1ccc(CN(C)C[C@H]2OCCCC[C@H](C)Oc3ccc(NC(=O)Nc4ccc(F)cc4)cc3C(=O)N([C@H](C)CO)C[C@@H]2C)cc1	0	9	2	0[16.7 µM]	5	4	15	-0.1
32	COc1ccccc1NC(=O)N(C)C[C@H]1Oc2ncc(Br)cc2C(=O)N([C@@H](C)CO)C[C@H]1C	1	6	7	-8[16.7 µM]	0	2	0	0.0
33	Cn1c(=O)c2c(ncn2CCN(CCO)Cc2ccccc2)n(C)c1=O	·	·	3	-4	1	-15	1	·
34	COCC(=O)N1[C@H](CO)[C@@H]2c3ccccc3N(C(=O)c3cccc(OC)c3)C[C@@H]21	1	15	0	4[16.7 µM]	-4	-11	-2	-0.1
35	O=C(NCC[C@H]1CC[C@H](NC(=O)c2ccccc2F)[C@@H](CO)O1)c1cnccn1	4	6	8	·	-2	-3	3	0.0
36	CCCCN1C2=C(C(=O)CC(C)(C)C2)C(c2ccccc2)C2=C1c1ccccc1C2=O (configuration not stated)	·	·	-9	1	1	-2	1	·
37	CCN1C(=O)/C(=C2\SC(=S)N(CCCOC)C2=O)c2ccccc21	·	·	10	-2	-2	-10	1	·
38	Cc1ccc(S(=O)(=O)N2CC[C@@H]3[C@@H](CO)Nc4ccc(C#Cc5cccc(F)c5)cc4[C@@H]32)cc1	-3	3	-4	5[16.7 µM]	0	6	-2	?
39	NS(=O)(=O)c1ccc2c(c1)C1C=CCC1C(C1CC=CCC1)N2 (configuration not stated)	·	·	8	0	0	-7	-3	-2.2
40	Cc1ccc(NCc2nnc(SCCN3CCCCC3)n2CC2CCCO2)c(C)c1 (configuration not stated)	·	·	-7	2	-2	5	-7	·
41	COc1cc(C(=O)Nc2nc3ccccc3s2)ccc1OCc1c(C)noc1C	·	·	-21	-2	-2	4	5	·
42	Cc1ccc(NC(=S)Nn2cnnc2)cc1	4	-6	·	-5	-1	-8	-3	·
43	C[C@@H]1CN([C@H](C)CO)C(=O)c2cc(NC(=O)Cc3ccccc3)ccc2O[C@@H](C)CCCCO[C@H]1CN(C)C(=O)Nc1ccc(F)cc1	0	-35	-13	-2[16.7 µM]	3	-3	0	0.0
44	Cc1ccc(CNC(=O)CCN2C(=O)[C@@H]3Cc4ccccc4CN3C2=O)cc1	1	-16	-5	-2	-4	4	-6	1.9
45	CC(=O)c1cc(CN2CCC(C(=O)Nc3cccc(-c4cscn4)c3)CC2)cs1	-1	-32	·	·	-2	-1	0	0.1
46	CC(NC(=O)c1ccc([N+](=O)[O-])cc1Cl)C1CC2CCC1C2 (configuration not stated)	0	0	7	-3	1	-2	3	-0.2
47	O=C(CN(c1ccc(F)cc1)S(=O)(=O)c1ccccc1)NCc1ccco1	·	·	-24	-6	1	-4	3	·
48	N#Cc1ccc(OCC(=O)NCCCN2CCCC2=O)cc1	-1	-14	-2	-6	6	-5	0	-0.2
49	CCOc1ccc(NC(=S)N(CCc2c(C)[nH]c3ccccc23)Cc2ccco2)cc1	-3	-17	-5	-3	0	1	-8	0.3
50	COc1ccc(-c2nnc(-c3cc4c(ccc5ccccc54)oc3=O)o2)cc1	·	·	5	10	0&-2	8&10	-1&2	-0.3

Following part:
item	Structure	ERAP1 HTS inh	RAD52 inh	PGC1a acetyl inh	miR122 inh	Cneo AK release	RAD54 branch	PglD DTNB	E-selectin induc
51	OC[C@@H]1[C@H](c2ccc(-c3cccc(F)c3)cc2)[C@H]2CN(CCC(F)(F)F)CCCCN12	-3	0	-27	1[16.7 µM]	3	9	7	-0.4
52	CCOc1ccc(C(C)NC(=O)c2cccnc2OCC)cc1OCC (configuration not stated)	-1	-3	-38	-5	·	·	·	·
53	Cc1noc(C)c1S(=O)(=O)Nc1cccc2c1O[C@H](CN(C)C(=O)Nc1ccc(C(F)(F)F)cc1)[C@H](C)CN([C@H](C)CO)C2=O	1	-99	1	3[16.7 µM]	-1	-7	1	·
54	CC(C)(C)CN1CCNC[C@H]1Cc1cccc2ccccc12	1	-13	-2	2	2	-8	6	0.0
55	Cc1cccc(NC(=S)NCCc2ccccc2)c1C	-3	0	-6	-2	2	7	1	·
56	Cc1ccc2nc(NC(=O)C3CCN(S(=O)(=O)c4cnc[nH]4)CC3)sc2c1	·	·	-4	3	1	6	-8	·
57	OCCC1CN(Cc2nc(-c3ccccc3)cs2)CCN1Cc1ccc(F)cc1 (configuration not stated)	8	-26	-1	·	1	-27	6	0.0
58	O=C(NCCOc1ccc(F)cc1)C1CCC(=O)N(CCCN2CCOCC2)C1 (configuration not stated)	1	-13	7	1	-2	-11	1	·
59	O=C(C[C@H]1C[C@H]2c3cc(NS(=O)(=O)c4ccc(F)cc4)ccc3O[C@H]2[C@@H](CO)O1)N1CCOCC1	0	-5	6	-4[16.7 µM]	2	-12	-2	-0.1
60	CC1=Nn2c(nnc2C2CCCCC2)SC1	·	·	6	-9	0	-3	2	0.0
61	O=C(COc1ccc(Cl)cc1)NCc1n[nH]c(=O)c2ccccc12	0	-14	·	-2	0	-5	-2	-0.3
62	CCOc1ccc(-n2c(SCC(N)=O)nc3c(c2=O)SCC3)cc1	·	·	14	-3	-2	1	5	·
63	CO[C@@H]1CN(C)C(=O)c2cc(NC(=O)C3CCC3)ccc2OC[C@H](C)N(Cc2nccs2)C[C@H]1C	-2	-7	·	3[16.7 µM]	0	7	0	0.2
64	O=C1CCC(=O)N1c1ccc(S(=O)(=O)Nc2ccc(Br)cc2)cc1	-3	10	·	-2	-1	-10	-3	·
65	O=c1c2ccccc2c(-c2ccccc2)nn1-c1ccccn1	-6	1	3	0	-1	-2	3	·
66	CN1CCN(c2nc(-c3cccnc3)nc3scc(-c4ccccc4)c23)CC1	2	-8	-1	-7	0	30	0	-2.3
67	COc1cc(C2CC(=O)Oc3ccc(C(C)(C)C)cc32)cc(OC)c1OC (configuration not stated)	·	-9	11	-2	1	-3	0	1.9

Compound activity from PubChem BioAssay.
